HDAC3 inhib = HDAC3 deacetylase inhibitors, primary screen, biochemical, fluorescence, cell-free homogeneous | recombinant HDAC3, fluorogenic peptide/trypsin coupled | inhibition, % at 8.3 µM | AID 2718, 2010 | Histone deacetylase 3 (Homo sapiens), O15379 | hit rate 0.15% among 320,000; in the data active = inhibition above about 26%, passing the limit was not always enough
Target sequence (O15379 whole entry, looked up): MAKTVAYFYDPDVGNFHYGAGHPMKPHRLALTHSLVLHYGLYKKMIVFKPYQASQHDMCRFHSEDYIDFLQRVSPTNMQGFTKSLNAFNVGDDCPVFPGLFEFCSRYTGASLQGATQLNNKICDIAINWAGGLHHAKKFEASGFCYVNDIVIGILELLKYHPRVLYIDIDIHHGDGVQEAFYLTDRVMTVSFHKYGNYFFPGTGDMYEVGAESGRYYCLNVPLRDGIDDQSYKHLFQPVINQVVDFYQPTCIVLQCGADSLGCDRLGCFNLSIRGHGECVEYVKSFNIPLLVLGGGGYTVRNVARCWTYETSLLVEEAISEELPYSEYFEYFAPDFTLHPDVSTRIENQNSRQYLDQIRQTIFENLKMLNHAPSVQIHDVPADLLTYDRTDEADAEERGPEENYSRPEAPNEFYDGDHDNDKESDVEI
HSP90 inh = HSP90 inhibitors, primary screen, cell lysate, luminescence; hit rate 0.91% among 290,000; Heat shock protein HSP 90 (rabbit reticulocyte lysate; luciferase refolding); inhibition, % at 5.6 µM; Rabbit reticulocyte lysate, luciferase refolding luminescence, 3 h;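 active = inhibition above the screen-wide mean plus 3 SD, computed separately per campaign, cut at about 16% in these data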;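 also: 0% = DMSO wells and 100% = 60 µM geldanamycin wells; inhibitors lower the luminescence because luciferase stays unfolded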
HSF1 activator = HSF-1 activators, primary screen, NIH3T3-HGL cells, MG132 stress, luminescence, single point | NIH3T3-HGL HSF-1 luciferase reporter, 8 h; 100% = twice DMSO control signal | activation, % at 9 µM | hit rate 1.7% among 300,000 | AID 504408, 2011;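 active = mean replicate activation of at least 50% with a set share of replicates each reaching 50%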;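 also: 0% = median of the neutral control wells and 100% = twice that signal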
Platelet DG rel = inhibitors of platelet dense granule secretion, primary screen, cell-based, MLPCN, human platelets | AID 1663, 2009 | hit rate 0.22% among 300,000 | inhibition, %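 (compounds screened at 7.5 µM in platelet-rich plasma)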 | human platelet-rich plasma, SFLLRN dense granule ATP release, luminescence;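 active = mean replicate score, as percent of positive control, at or above 50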
AI-2 QS mod = Vibrio harveyi AI-2 quorum sensing modulators, primary screen, JMH597 strain, luminescence/OD600 ratio; Vibrio harveyi JMH597 AI-2 luminescence/OD600 ratio, 9 h; stronger effect = lower value; strain lacks LuxN and CqsS sensors; 0 = neutral-control median; activity change, % at 7.5 µM; hit rate 0.4% among 300,000; AID 2094, 2009; in the data active = activity change below about -75%, passing the limit was not always enough;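 also: luminescence divided by OD600 gain over 9 h not by final OD600 alone; inactives centre near 13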
HSF1 inhib = HSF1 inhibitors in luciferase reporter cells, primary screen, cell-based, NIH3T3, luminescence; activity change, negative = inhibition, % at 7.5 µM (by protocol); NIH3T3-HGL HSE-luciferase, MG132-induced, luminescence 8 h; stronger effect = lower value; hit rate 0.77% among 300,000;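 active = more than half of replicate wells show activity change below -50%, luminescence cut by over half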;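 also: luciferase reports HSF-1 transcriptional activity via heat shock element; 0% = median of DMSO wells and -100% = zero luminescence signal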
KLF5 inh = KLF5 expression inhibitors, primary screen, DLD-1 cells, luminescence. DLD-1 KLF5 promoter-luciferase reporter. inhibition, % at 5 µM. hit rate 0.23% among 290,000;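 active = inhibition above a per-plate limit of that plate's mean compound inhibition plus 3 SD, cut at about 60% in these data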;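 also: 0% = DMSO wells and 100% = LY294002 at 200 µM; higher means less KLF5 promoter-driven luciferase light; inactives centre near -14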
HIF activator = HIF pathway transcriptional activators, primary screen, cell-based, U2OS HRE-luciferase, luminescence | U2OS HRE-luciferase reporter; normalized: DMSO 0%, desferrioxamine 100% | activation, % at 7.5 µM (by protocol) | hit rate 0.32% among 300,000;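 active = mean activation of at least 10% of the iron chelator positive control signal, with at least half of replicates also reaching 10%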
IEC-6 tox = cytotoxicity in IEC-6 intestinal epithelial cells, primary screen, cytotoxicity control for KLF5 inhibitor project, cell-based, luminescence; inhibition, % at 5 µM; hit rate 0.78% among 290,000; IEC-6 cytotoxicity, luminescence viability; in the data active = inhibition above about 22%;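 also: 0% = plate median of test compound wells and 100% = cytotoxic reference compound wells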
aSyn 5UTR inh = MLPCN primary screen, SNCA 5' untranslated region; hit rate 0.82% among 300,000; alpha-synuclein 5'UTR reporter, inhibitor activity; AID 1813, 2009; inhibition, % (tested at 7.5 µM); in the data active = inhibition above about 60%;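 also: H4 neuroglioblastoma cells stably carrying SNCA 5'UTR luciferase fusion; 0% = DMSO wells and 100% = positive control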
* = called active by the depositor; · = not tested or not shown. No enrichment for hits, and some 5% of all compounds hit somewhere here.

SMILES | HDAC3 inhib | HSP90 inh | HSF1 activator | Platelet DG rel | AI-2 QS mod | HSF1 inhib | KLF5 inh | HIF activator | IEC-6 tox | aSyn 5UTR inh
COc1cccc(/C=N/NC(=O)CCn2cnc3ccccc32)c1 | -7.1 | 2.8 | 1.8 | 15.3 | 5.6 | 3.3 | -23.4 | 0.5 | 6.5 | 9.6
COc1ccc(S(=O)(=O)N2CCCCCC2)cc1C(=O)OCC(=O)NC(N)=O | -0.2 | 0.4 | -18.3 | 11.7 | 8.4 | -0.9 | -0.1 | -0.3 | -5.8 | 8.8
CCOC(=O)c1ccccc1NC(=O)COc1ccccc1 | 7.8 | -2.3 | 6.3 | 5.9 | 4.2 | -1.8 | -4.8 | 0.0 | 5.6 | 10.0
CCO/C(=C/c1sc2ccc(OC)cc2[n+]1CCCS(=O)(=O)[O-])CC | 2.5 | 3.0 | -9.7 | -4.0 | 7.3 | -2.9 | -4.0 | -0.4 | -2.9 | 24.7
CCOC(=O)N1CCc2c(sc(NC(=O)C3=COCCO3)c2C(N)=O)C1 | 2.4 | -0.1 | 18.2 | -10.4 | 15.7 | 5.4 | -31.6 | 0.5 | 0.4 | -59.4
Cc1ccc(S(=O)(=O)N(C)C)cc1-n1c(SCC(=O)N(C)C)nc2ccccc2c1=O | 10.5 | 3.8 | 43.3 | -17.1 | -4.1 | 18.5 | -2.8 | -0.4 | -2.2 | -3.5
Cc1nn(-c2ccccc2)c2sc(C(=O)N3CCCCC3)cc12 | 2.5 | -3.5 | 13.3 | 6.7 | 16.8 | 21.7 | -3.1 | 1.1 | -0.8 | -67.7
COC(=O)c1cccc(NC(=O)NC2CCCN2S(=O)(=O)c2ccc(Cl)cc2)c1 (stereo not drawn) | · | 2.2 | -10.5 | -2.2 | 5.3 | 7.2 | 52.4 | -0.1 | 0.9 | 5.3
CC(C)(C)OC(=O)NCCCCCc1nnc(SCc2c(F)cccc2Cl)o1 | -1.4 | -3.3 | -2.9 | 1.5 | 14.8 | -5.1 | -37.0 | 0.0 | -1.7 | 3.7
CCCC1(CCC)NC(=O)N(CC(=O)Nc2ccccc2OC)C1=O | 4.9 | 0.5 | -4.3 | 1.1 | 20.6 | 4.6 | 8.2 | -0.4 | 1.4 | 12.2
Cc1ccc(S(=O)(=O)N2CCCCC2)cc1C(=O)NC1CC(C)(C)NC(C)(C)C1 | -10.2 | · | -9.2 | 3.5 | 0.4 | -2.0 | · | 0.6 | · | -9.0
O=S(=O)(Nc1ccc(Cl)cc1)c1cccc2nsnc12 | 2.7 | 2.6 | 19.1 | -4.6 | 8.8 | 2.0 | -10.7 | 0.6 | 5.4 | -1.7
CC(O)CNc1nc2c(c(=O)n(Cc3ccc(Cl)cc3)c(=O)n2C)n1C (stereo not drawn) | -1.9 | 3.1 | 11.8 | 10.3 | -4.8 | 11.6 | -16.0 | 1.0 | 3.0 | 17.0
COc1ccc(CNS(=O)(=O)c2c(C)[nH]c(C)c2C(=O)N2CCCC2)cc1 | -7.8 | -3.6 | -11.3 | 10.7 | 15.4 | -10.1 | -1.2 | -0.3 | 0.9 | -13.5
COc1cccc(Oc2ccc(S(=O)(=O)N3CCCC3)cc2[N+](=O)[O-])c1 | -4.8 | 7.2 | 13.7 | -4.9 | 29.5 | 4.6 | -58.9 | 0.1 | -4.2 | -10.7
COc1cc(Cl)ccc1OCc1cc(C(=O)N2CCCCCC2)no1 | 2.1 | -0.6 | 11.4 | -1.1 | 11.2 | -1.1 | -70.0 | 0.1 | -6.8 | 21.4
CCCNC(=O)c1ccc2c(=O)n(Cc3ccco3)c(=S)[nH]c2c1 | 1.2 | -10.4 | -1.4 | -1.9 | 11.5 | 5.0 | -29.3 | 0.3 | 1.7 | 7.4
COc1ccc(NC(=O)C2=C(C)NC(=O)NC2c2cccs2)c(OC)c1 (stereo not drawn) | 1.2 | 0.7 | 20.2 | 4.4 | -2.1 | 10.4 | -7.5 | -0.7 | -4.1 | -11.5
Cc1ccc(NS(=O)(=O)c2ccc(C(=O)N3CCN(S(=O)(=O)c4ccccc4)CC3)cc2)cc1 | 6.6 | · | 8.2 | -3.5 | 10.6 | 3.4 | · | -1.5 | · | 43.7
CCNC(=O)CC1SC(=Nc2ccc(Cl)cc2)N(CC)C1=O (stereo not drawn) | 2.4 | 4.9 | 1.0 | 1.7 | 3.4 | 1.7 | -12.6 | 0.3 | 1.2 | 6.8
O=C(NNS(=O)(=O)c1ccc(CCCl)cc1)C(O)(c1ccccc1)c1ccccc1 | 2.7 | 3.6 | -5.6 | -1.9 | 37.2 | 1.8 | -9.1 | 0.0 | -2.3 | 27.4
O=C(N/N=C\c1ccc(S(=O)(=O)O)o1)c1ccc2c(c1)OCO2 | 7.1 | -5.3 | 8.7 | 2.5 | 20.1 | -5.9 | -25.2 | -1.0 | -1.6 | 9.0
Cc1cnc(NC(=O)Nc2ccc(OCc3ccccc3)cc2)c(Br)c1 | 5.0 | -3.6 | -22.2 | 0.6 | 24.9 | -14.8 | -63.6 | -2.0 | -3.4 | -29.2
CNC[C@H](CC1CCCCC1)NC[C@H](CO)NCCc1cccc(C(F)(F)F)c1 | 2.3 | -0.9 | -0.8 | -0.5 | 17.7 | -2.5 | -24.5 | -0.9 | 13.1 | 17.0
CSC[C@H](NC(=O)COc1cc2c(c3oc(=O)cc(C)c13)CCC(C)(C)O2)C(=O)O | -87.6 | 3.5 | -18.1 | -2.3 | -16.2 | -4.9 | -18.6 | 1.7 | -1.7 | 0.5
Cc1ccc(NC(=S)Nc2cccc3cnccc23)cc1C | 3.2 | 4.8 | 34.2 | 2.7 | -8.1 | 8.7 | -8.1 | 1.5 | 11.6 | -61.1
O=C(COC(=O)c1ccc[nH]c1=O)NC1CCCCCCC1 | 3.4 | 5.8 | -16.2 | -2.6 | -8.9 | -2.1 | -80.2 | -0.2 | 8.6 | 12.9
O=C(NCc1ccco1)C1CC(c2c(Cl)cccc2Cl)=NO1 (stereo not drawn) | -1.2 | 3.4 | -1.4 | 4.0 | 12.4 | 3.4 | -13.0 | 0.5 | 2.6 | 28.9
CCOc1cc(C(=O)N2CCN(C/C=C/c3ccccc3)CC2)cc(OCC)c1OCC | -2.8 | 8.7 | 28.2 | -3.6 | 42.4 | 2.8 | -6.2 | -0.5 | 0.7 | 5.7
CC(C)P(=O)(c1cccc(C(=O)O)c1)C(C)C | -1.3 | 0.5 | -11.3 | 5.2 | -4.9 | -12.7 | -19.0 | -0.2 | -4.6 | -3.8

Taken from above:
HSP90 inh, Cc1ccc(NC(=S)Nc2cccc3cnccc23)cc1C = 4.8
HSP90 inh, CNC[C@H](CC1CCCCC1)NC[C@H](CO)NCCc1cccc(C(F)(F)F)c1 = -0.9
HSF1 inhib, O=C(NCc1ccco1)C1CC(c2c(Cl)cccc2Cl)=NO1 (stereo not drawn) = 3.4

(list continues)
SMILES | HDAC3 inhib | HSP90 inh | HSF1 activator | Platelet DG rel | AI-2 QS mod | HSF1 inhib | KLF5 inh | HIF activator | IEC-6 tox | aSyn 5UTR inh
O=C(c1ccc([N+](=O)[O-])cc1)N(Cc1ccc(Cl)cc1Cl)N1C(=O)CCCC1=O | -2.7 | -0.2 | 34.0 | 3.1 | 5.2 | 13.5 | -44.0 | -0.8 | -1.0 | 11.8
CCN1CCN(C(c2cccs2)C(C)NS(=O)(=O)c2ccc(F)cc2)CC1 (stereo not drawn) | · | 2.2 | -24.6 | 0.7 | 18.8 | -10.9 | -14.1 | -0.6 | -1.9 | -21.0
CCCN1CCN(CCCNC(=O)C2CCCN(c3nnc(-n4cccc4)s3)C2)CC1 (stereo not drawn) | -2.4 | 0.0 | 6.4 | -25.6 | 20.1 | -1.2 | 2.9 | -0.2 | -0.4 | 7.9
CCOC(=O)N1CCN(C(=O)CSc2ccc(C(=O)OC)cc2[N+](=O)[O-])CC1 | 0.5 | 0.8 | 3.0 | 3.5 | 0.5 | -13.4 | -4.0 | 0.5 | 4.1 | 6.3
Cc1ccc2[nH]cc(S(=O)(=O)c3ccc(C)c(C)c3)c(=O)c2c1 | 1.7 | -0.3 | 4.4 | 9.9 | 20.4 | -3.1 | -44.7 | 1.0 | -1.0 | -9.9
COc1ccccc1NS(=O)(=O)c1ccc2c(c1)N(C(C)=O)CC(C)S2 (stereo not drawn) | 7.7 | -2.3 | 0.2 | -13.8 | 16.1 | -4.3 | -12.8 | -0.1 | 5.7 | -2.9
CCN(c1ccc(C)cc1C)S(=O)(=O)c1nnc(NC(=O)C(C)C)s1 | 10.8 | 2.3 | -13.2 | -0.5 | 17.0 | -4.0 | -15.6 | 0.0 | 7.9 | 15.3
O=C(Nc1ccc(Cl)cc1Cl)N1CCN(c2ncccn2)CC1 | -1.5 | -1.2 | -17.5 | -0.9 | 2.9 | -4.3 | -33.0 | 0.7 | 3.5 | -17.1
Cc1ccccc1Nc1c(-c2ccccc2)nc2ncccn12 | 1.4 | -0.1 | -8.7 | 3.0 | 4.7 | 10.5 | -1.3 | 0.2 | 6.3 | 21.1
CCOc1ccc(NC(=O)Cc2ccc(NC3=NC4CS(=O)(=O)CC4S3)cc2)cc1 (stereo not drawn) | -2.4 | -1.7 | 3.5 | -2.8 | 50.7 | 4.3 | -11.7 | 0.0 | 2.5 | -0.5
COc1ccc(C(=O)NNC(=O)C23CC4CC(CC(C4)C2)C3)c(OC)c1 | 2.4 | 1.4 | -9.4 | 7.4 | -10.4 | -2.1 | -5.3 | 0.5 | 1.0 | -15.8
O=S(=O)(Nc1nc2ccccc2nc1N1CCc2ccccc2C1)c1ccc(Br)cc1 | -36.7 | 16.8* | · | · | · | · | -53.8 | · | 8.2 | ·
COc1cc(/C=C(\C#N)c2ccccn2)ccc1OCc1ccc(Cl)cc1 | 4.9 | 4.6 | 67.5* | -6.4 | 42.4 | 18.1 | 1.4 | 0.7 | 2.8 | -35.5
Cc1cccnc1NC(=S)NCCc1ccccc1 | -9.2 | -3.2 | 25.4 | -2.1 | 28.3 | 23.0 | -68.5 | 2.7 | 9.1 | -155.2
CNC(=O)c1cccc(NC(=O)c2ccccc2OCc2ccccc2)c1 | -3.5 | -6.1 | -1.5 | 0.4 | 19.2 | -3.1 | -8.2 | 0.1 | 9.0 | -17.9
CC1=C(C(=O)Nc2ccccc2C)C2(CCCC2)C(C(N)=O)C(=O)N1 (stereo not drawn) | -3.0 | 0.8 | · | 0.8 | 14.4 | · | -17.6 | · | -1.0 | ·
CC1CCCCC1N1CN=C(Nc2nc3ccccc3s2)NC1 (stereo not drawn) | -1.4 | 4.5 | 4.2 | -10.5 | 5.9 | 2.5 | -23.4 | 0.9 | 8.9 | -9.6

Three of the entries above in order of their number in HSP90 inh, descending:
mol	HSP90 inh
COc1cc(/C=C(\C#N)c2ccccn2)ccc1OCc1ccc(Cl)cc1	4.6
Cc1cccnc1NC(=S)NCCc1ccccc1	-3.2
CNC(=O)c1cccc(NC(=O)c2ccccc2OCc2ccccc2)c1	-6.1
